Source: PubChem
AID2073: disruptors of CaV2.2 binding to Mint1 – biochemical, HTRF (AID 2073); HTRF protein-protein interaction, Mint1-CaV2.2; higher % means a stronger effect; inhibition, % at 20 µM, or IC50 in µM where a hit was titrated; 290,000 compounds, 0.19% hits; in the data active means inhibition mostly above about 51%, no sharp cut-off; inconclusive means no clear call, values can overlap the other calls; inactive means mostly below about 53%; further: some results filed as inactive read as strong as hits
Dynein cargo inh: blocks dynein driven cargo transport along microtubules; 220,000 compounds, 0.47% hits; 3617.4 mouse cells, GR-EGFP nuclear translocation imaging; test concentration mostly 20 µM; stimulated with dexamethasone, 1 µM; hits give low values; z-score, hits read low;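 active means plate z-score of nuclear minus cytoplasmic receptor signal below a set negative limit, without overly bright fluorescence or cell loss, cut at about -3.5 in these data, passing the limit was not always enough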;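 further: z-score of nuclear minus cytoplasmic ring GR-EGFP intensity difference per well; some compounds called inactive have numbers as strong as hits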
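Also added – dexamethasone, 1.0 µM final · Buffer or medium – tet-free, stripped-serum medium · Schedule – induction 48 h, compound 1 h, agonist 30 min · Detection – formaldehyde fixation, Hoechst nuclear stain, 10x automated fluorescence imaging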
WT yeast gro inh: growth inhibition of WT yeast, mitochondrial fusion screen; mitochondrial fusion phenotypic screen, WT strain; inhibition, % at 10 µM; 190,000 compounds, 2.1% hits; in the data active means inhibition above about 58%; tested in S. cerevisiae
MT stabilizer: microtubule stabilization, imaging screen; HeLa tubulin immunostaining HCS, 24 h; share of cells brighter than vehicle mean+2SD; % tubulin-high responders, % at 10 µM; 200,000 compounds, 0.83% hits; AID 2205;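 active means plate Z-score above 3 for both tubulin-high and condensed-nucleus cell shares, with cell loss under 80%, at 10 µM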;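 further: anti alpha tubulin signal scored within the nucleus-defined area of each cell; some results filed as inactive read as strong as hits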
HIV fusion peptide: inhibitors of HIV fusion peptide binding, primary screen, biochemical, uHTS, fluorescence dequenching (AID 1986). cell-free peptide binding, fluorescence dequenching, 30 min; higher % means a stronger effect. one-dose inhibition, % at 20 µM; IC50 in µM for titrated hits. 290,000 compounds, 0.3% hits; in the data active means inhibition mostly above about 52%, no sharp cut-off; inactive means mostly below about 76%; further: some results filed as inactive read as strong as hits
Autophagy HCS: autophagy modulation, high-content screen; 190,000 compounds, 0.98% hits; MEF GFP-LC3 puncta imaging; test concentration mostly 10 µM; AID 463193; calls only at 10 µM (by protocol);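 active means percentage of spot-positive cells more than 3 SD above its plate mean, without a fluorescence outlier flag or 80% toxicity; inconclusive means no clear call, values can overlap the other calls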;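 further: spot-positive cell cutoff set from DMSO-treated cells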
Insulin prom up: MIN6 insulin promoter up-regulation; 190,000 compounds, 0.3% hits; z-score at 5 µM; MIN6 insulin promoter-GFP reporter, high-content imaging; hits give high values;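 active means z-score above 3 at 5 µM with at least 500 cells counted in the well; inconclusive means wells under 500 cells, flagged as cytotoxic or low count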
Yfh1-depleted yeast: mitochondrial function rescue without frataxin homolog – Friedreich's ataxia, plus single-dose screen, dose response (AID 1465) | S. cerevisiae Yfh1-off respiration, WST-1 reduction, 72 h; higher fold induction means a stronger effect | fold induction at 50 µM, or EC50 in µM where a hit was titrated | 220,000 compounds, 0.074% hits;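 active means fold induction of absorbance versus untreated yeast above a set limit, then at least 30% activation at any dose in follow-up; inconclusive means repeats straddling the limit, or above it without dose testing; inactive means fold induction below the set limit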;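 further: activators that raise dye reduction in frataxin-depleted yeast; strong numbers were not always called active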
b-catenin transl: modulators of beta-catenin nuclear translocation. 190,000 compounds, 0.3% hits. nuclear translocation activity, % at 5 µM. HeLa beta-catenin nuclear translocation, immunofluorescence imaging;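 active means nuclear translocation activity above 50% at 5 µM, with a well cell count of 50 or more; inconclusive means wells under 50 cells across six images, flagged as toxic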;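 further: per-cell ratio of nuclear to cytoplasmic median beta-catenin stain intensity; plate controls were DMSO negative control for no effect and GSK-3 inhibitor IX positive control for full effect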
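Test system: human HeLa cells, endogenous beta-catenin. Times: 24 h compound exposure, 37°C. Measured by: beta-catenin immunofluorescence imaging with DAPI.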
WT yeast gro inh mutant strain: second read-out of WT yeast gro inh, no call of its own (marks repeat the call); inhibition, %; mitochondrial fusion phenotypic screen, mutant strain inhibition
Dynein cargo inh cytoplasmic EGFP: also measured in Dynein cargo inh; calls as there; z-score; measured here: cytoplasmic GR-EGFP intensity; hits give high values
Dynein cargo inh nuclear GR-EGFP: second read-out of Dynein cargo inh, no call of its own (marks repeat the call); z-score; measured here: nuclear GR-EGFP intensity;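 lower value marks the stronger effect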
Dynein cargo inh cell count: second read-out of Dynein cargo inh, no call of its own (marks repeat the call); z-score; measured here: cell count per field
Insulin prom up cell count: also measured in Insulin prom up; calls as there; cell count; measured here: cytotoxicity, nuclei count;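 total cells summed across four imaged fields per well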
b-catenin transl cell count 5 µM: recorded beside b-catenin transl, whose call it bears; cell count; measured here: cell count, cytotoxicity flag
MT stabilizer Hoechst-high %: second read-out of MT stabilizer, no call of its own (marks repeat the call); % Hoechst-high responders; measured here: nuclear condensation Hoechst responders;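 share of cells brighter than vehicle mean plus two SD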
MT stabilizer cytotoxicity %: recorded beside MT stabilizer, whose call it bears; toxicity, %; measured here: cytotoxicity by cell density;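 0% = mean cell density of plate MIN control wells and 100% = no cells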
Autophagy HCS cell loss 18 h: second read-out of Autophagy HCS, no call of its own (marks repeat the call); toxicity, %; measured here: cell loss, nuclei count;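 cell loss after 18 h compound exposure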
* hit, by the source's call; i = inactive; ? = inconclusive; . = not tested or not shown.

SMILES	AID2073	Dynein cargo inh	Dynein cargo inh cytoplasmic EGFP	Dynein cargo inh nuclear GR-EGFP	Dynein cargo inh cell count	WT yeast gro inh	WT yeast gro inh mutant strain	MT stabilizer	MT stabilizer Hoechst-high %	MT stabilizer cytotoxicity %	HIV fusion peptide	Autophagy HCS	Autophagy HCS cell loss 18 h	Insulin prom up	Insulin prom up cell count	Yfh1-depleted yeast	b-catenin transl	b-catenin transl cell count 5 µM
CCNC(=O)C1CCCN1S(=O)(=O)c1ccc(OC)cc1 (stereo not drawn)	3.1%	-0.793	-0.154	-0.104	0.749	20.4	27.5	1.9	1.6	9.7	0.7%	i	2.0	-0.25	1291	i	-3.5	1207
Cc1ccc2oc(=O)c3cc(C(=O)NCc4ccco4)sc3c2c1	8.8%	-0.585	-0.153	-0.16	0.0854	5.3	-3.0	3.1	3.9	0.1	0.6%	i	14.1	-1.22	776	i	.	.
CCOC(=O)C1CCN(S(=O)(=O)Cc2ccccc2)CC1	8.7%	0.217	-0.166	0.309	-0.739	-0.7	10.4	5.3	1.8	8.3	-0.1%	i	18.8	1.76	1215	i	-2.2	1176
Cc1cc(C)n2nc(C(=O)NCCc3ccccc3)nc2n1	0.1%	0.141	-0.29	0.0949	1.95	-1.3	-1.8	3.8	2.9	10.9	-1.8%	i	3.6	0.32	711	i	.	.
O=c1cc(CN2CCN(c3ccccc3)CC2)c2c(ccc3ccccc32)o1	-3.7%	-0.532	-0.291	-0.251	0.519	0.5	10.9	4.7	2.7	5.0	0.9%	i	9.7	-0.32	1274	i	-2.0	931
COc1ccc(C2NC(=S)NC3=C2N2CCC3CC2)cc1 (stereo not drawn)	-43.5%	1.48	-0.121	1.27	-2.31	.	.	.	.	.	-0.4%	.	.	-0.7	1019	.	-0.3	1394
CC(OC(=O)c1ccc2c(=O)n3c(nc2c1)CCCCC3)C(N)=O (stereo not drawn)	-7.5%	0.0677	-0.0837	0.0691	0.649	-8.3	-9.7	4.2	2.2	8.0	-0.7%	i	-1.8	.	.	i	0.6	1567
COc1ccc(CN2C(=O)c3cccnc3C2Nc2ccc(C)cc2)cc1 (stereo not drawn)	-5.8%	0.262	-0.216	0.449	-0.108	4.8	-3.2	3.5	2.2	5.0	-0.1%	i	5.8	0.02	798	i	-9.0	1217
Nc1cccc2c1nnn2C1OC(CO)C(O)C(O)C1O (stereo not drawn)	9.9%	-0.753	0.234	-0.0689	0.085	-2.9	9.7	3.4	1.2	5.8	0.9%	i	0.4	-0.21	1330	.	-3.5	1133
Cc1ccccc1C(=O)NC1CCN(C(=O)N2CCOCC2)CC1	11.9%	-0.269	-0.239	0.183	0.34	-14.3	-4.0	3.5	2.8	6.2	-3.4%	i	-3.2	.	.	i	0.9	921
O=C(Nc1ccc2oc(=O)ccc2c1)c1cc([N+](=O)[O-])ccc1N1CCOCC1	-13.6%	-0.12	-0.344	-0.0893	0.05	-14.2	12.0	6.2	1.3	7.0	-1.1%	i	-5.3	-0.02	1556	i	-3.6	993
CCN(CC)CC#CCOC(c1ccccc1)c1ccccc1	-1.2%	-0.221	-0.273	0.0164	0.055	10.0	6.0	1.9	2.1	11.0	-1.7%	i	13.3	-0.56	1348	i	0.3	1131
CCSc1nc2ccc(OC)cc2cc1C#N	5.3%	0.88	-0.176	0.317	0.319	-6.4	-0.6	4.3	2.0	0.4	0.1%	i	-9.4	0.21	1232	i	-1.9	1212
CCN1CCN(C(=O)Nc2cccc3ccccc23)CC1	4.8%	-0.493	-0.269	0.112	0.493	10.4	12.9	2.0	1.3	2.8	-1.5%	i	-6.7	-0.45	919	i	.	.
Clc1ccc(-c2nc(NCCN3CCOCC3)c3ccccc3n2)cc1	2.8%	-0.0686	-0.147	0.0904	0.114	26.8	43.6	2.0	2.3	10.5	0.6%	i	-3.0	-1.04	1081	i	-4.4	1000
CC(=O)c1c(C)[nH]c(C(=O)CSc2nc3ccccc3c(=O)n2CCCN2CCOCC2)c1C	4.4%	0.936	-0.235	0.751	-0.25	5.0	-5.6	2.2	1.6	4.6	0.9%	i	7.4	-1.2	966	i	1.6	1043
CC(=O)n1c2ccccc2c2ccccc21	11.5%	0.0226	-0.18	-0.285	0.364	0.9	-10.0	3.2	1.7	7.1	3.6%	i	-24.7	.	.	i	.	.
CCC(=O)c1ccc(OCCN2CCOCC2)cc1	-4.4%	0.125	-0.25	0.308	0.443	-3.1	-0.2	4.8	2.7	4.2	-1.5%	i	-4.4	-0.03	1289	i	-0.1	1102
COC(=O)COc1ccc(NC(=O)Cn2nc(-c3ccccc3)c3ccccc3c2=O)cc1	8.6%	0.291	-0.112	0.533	-0.00486	-13.6	0.3	1.7	1.4	9.6	1.0%	i	-11.7	-0.3	1432	.	-2.1	1155
CCOC1CCCCC1NS(=O)(=O)c1ccc(Cl)cc1 (stereo not drawn)	10.6%	-0.916	-0.183	-0.519	0.815	1.4	-7.9	3.2	1.7	2.1	2.8%	i	-0.1	0.41	1054	i	-1.5	1145
O=C(O)c1ccccc1N/N=C/c1cc(Br)cc(Br)c1O	12.3%	-0.324	-0.242	-0.183	0.362	.	.	.	.	.	70.3%	.	.	0.08	1168	i	1.7	1332
COCCn1c(SCC(=O)NNC(=O)c2ccccc2)nc2ccccc2c1=O	-6.7%	-0.363	-0.109	-0.265	0.0174	-13.2	-8.8	3.0	1.4	2.9	3.5%	i	20.0	-0.11	1572	i	-4.1	1382
COc1cc(C(=S)N2CCCC2)cc(OC)c1OS(=O)(=O)c1ccc(NC(C)=O)cc1	-35.0%	-0.136	-0.191	-0.289	0.911	-29.0	-11.4	3.8	3.2	3.7	-0.4%	i	-1.0	-0.22	1224	i	-0.3	494
CC(=O)Nc1ccc(Sc2ncccc2C(=O)Nc2ccc(F)cc2)cn1	0.5%	-0.622	-0.0442	0.377	0.0766	-13.5	-13.3	2.8	1.6	5.2	-1.3%	i	-31.3	-0.33	1565	i	-1.2	1330
CC(=O)Nc1sc(N/N=C\c2ccc(O)cc2)nc1-c1cccs1	-37.4%	0.674	-0.165	0.761	-0.697	.	.	.	.	.	-0.1%	.	.	0.07	1110	i	1.2	1260
Carrying on.
SMILES	AID2073	Dynein cargo inh	Dynein cargo inh cytoplasmic EGFP	Dynein cargo inh nuclear GR-EGFP	Dynein cargo inh cell count	WT yeast gro inh	WT yeast gro inh mutant strain	MT stabilizer	MT stabilizer Hoechst-high %	MT stabilizer cytotoxicity %	HIV fusion peptide	Autophagy HCS	Autophagy HCS cell loss 18 h	Insulin prom up	Insulin prom up cell count	Yfh1-depleted yeast	b-catenin transl	b-catenin transl cell count 5 µM
O=C(O)Cc1csc(-c2cccc(F)c2)n1	17.9%	0.233	-0.278	0.231	-0.706	-10.8	-20.2	2.7	0.9	6.5	-0.4%	i	7.3	0.78	1210	i	-1.3	1170
Cc1cccc(OCCSc2nncn2C)c1	12.1%	2.1	-0.299	0.862	-0.626	10.4	-3.8	1.4	2.1	16.1	12.0%	i	6.2	-0.76	1318	i	-1.1	1107
CCC(C)N(C(=O)Cn1nnc2ccccc21)C(C(=O)Nc1ccc(F)cc1)c1cccc(OC)c1 (stereo not drawn)	?	0.0619	-0.164	-0.265	0.527	19.7	-6.0	3.4	2.1	4.1	4.7%	i	-26.8	.	.	i	.	.
Cc1nn2c(NCc3ccccn3)c3c(nc2c1-c1ccccc1)CCC3	14.0%	-0.12	-0.209	0.366	-0.813	.	.	.	.	.	-1.3%	.	.	-1.56	723	i	0.6	1289
CC1CC(=O)C2=C(C1)OC(N)=C(C#N)C2c1coc2ccccc2c1=O (stereo not drawn)	8.2%	0.473	-0.248	0.964	-0.304	-26.1	-40.2	2.5	1.5	8.2	-1.0%	i	0.5	3.02*	1235*	i	-0.6	1032
CCOC(=O)COc1ccc(S(=O)(=O)NCc2ccncc2)cc1	-3.9%	0.148	-0.232	-0.127	-0.242	-22.2	-26.3	2.6	1.9	1.7	1.9%	i	19.3	-0.31	1548	i	-0.5	1091
CC(C)N(C)CCOC(=O)c1ccccc1Br	2.0%	0.114	-0.262	-0.064	-0.71	-5.8	-30.2	3.9	2.2	2.4	2.4%	i	2.8	-0.08	1265	i	-1.0	938
NS(=O)(=O)c1ccc(Sc2nc3ccccc3s2)c([N+](=O)[O-])c1	0.9%	0.0968	-0.223	0.492	0.138	.	.	.	.	.	-1.8%	.	.	0.91	828	i	1.6	1175
CCC(=O)OC1CSc2nc3ccccc3n2C1 (stereo not drawn)	-1.7%	-0.779	-0.199	-0.262	1.32	-7.1	2.6	2.0	2.0	1.1	-1.6%	i	-3.6	0.41	1121	i	2.1	790
CC(=O)c1ccc(N2CCN(C(=O)c3ccc4c(=O)n(-c5ccccc5)c(=O)[nH]c4c3)CC2)cc1	0.5%	1.78	0.0254	1.69	-1.86	-18.7	-11.6	3.7	3.0	11.7	0.3%	i	11.1	-0.18	1059	i	0.1	1036
COC(=O)c1ccccc1NC(=O)C1CCCO1 (stereo not drawn)	-3.2%	-0.0931	-0.318	-0.228	0.0581	-7.8	1.7	2.7	3.5	3.9	0.7%	i	6.9	0.46	1247	i	0.6	604
NC1=NN=C(c2ccc3c(c2)OCCO3)CS1	-12.4%	0.65	-0.246	0.451	-0.462	2.7	13.5	1.8	2.0	1.2	2.6%	i	20.8	0.63	1099	i	-0.5	1083
COc1ccc(C(=O)N2CCC(C(=O)Nc3ccccc3C)CC2)cc1OC	-8.9%	0.21	-0.343	0.377	0.771	-12.6	-4.1	1.3	2.3	8.6	-0.7%	i	-16.6	0.07	1413	i	-1.1	972
COc1cccc(N2C(=O)/C(=C\c3cccs3)NC2=S)c1	-15.6%	-0.542	-0.342	-0.259	0.415	4.4	13.0	3.2	3.0	5.6	-2.2%	i	1.6	.	.	i	-3.0	1094
O=C(/C=C/c1ccccc1)Oc1ccccc1C(=S)N1CCOCC1	-17.8%	-0.0131	-0.257	0.404	0.14	17.6	6.4	1.3	1.1	2.1	-0.9%	i	10.4	-0.68	1491	i	0.5	1011
